From PubChem
PI4K2A inh – blocks human PI4K2A kinase activity | Q9BTU6 | purified PI4K2A, ADP-Glo luminescence, 1 h; hits give low values | activity change, negative = inhibition, % at 76.9 µM | 0.13% of 420,000 active; in the data active = activity change below about -50%; inconclusive = mostly about -30% to -49%;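 also: -100% = wells without enzyme as full effect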
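In this quantitative HTS, ADP production by PI4K2A was quantified luminescently after 1 h at ambient temperature; 100 microM adenosine served as plate-quality control.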
HP1b chromo inh – inhibitors of HP1-beta chromodomain binding to methylated histone tails; P83916; AlphaScreen HP1-beta / biotin-H3K9me3 peptide binding; Potency, µM (top dose mostly 114 µM), for inactives: at the top dose activity change, negative = inhibition, most hits filed as inhibitors; 0.56% of 390,000 active; AID 540317; also: potency is read from the fitted curve at half-maximal effect; nearly all actives have a fitted effect of over 70% in size; inactives centre near 23
Target sequence (P83916 whole entry, looked up): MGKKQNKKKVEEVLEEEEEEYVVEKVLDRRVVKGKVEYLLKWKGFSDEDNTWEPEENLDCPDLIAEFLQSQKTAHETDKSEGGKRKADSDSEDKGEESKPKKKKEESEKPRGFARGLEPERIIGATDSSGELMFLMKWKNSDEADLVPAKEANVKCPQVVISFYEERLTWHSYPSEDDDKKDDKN
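AlphaScreen: HP1-beta (50 nM) preformed 30 min with biotin-H3(1-18)K9me3 peptide (50 nM) in PBS pH 7.4, 0.01% Tween-20. Compound added for 30 min at RT, then streptavidin donor/nickel chelate acceptor beads (10 ug/mL) for 30 min.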
RGS4 inhibitor – human RGS4 inhibition; P49798; 0.039% of 390,000 active; Transcreener GDP fluorescence polarization, RGS4-accelerated GTP hydrolysis; Potency, µM (titrated, usually from 114 µM), for the others: top-dose activity change, negative = inhibition, most hits filed as inhibitors; also: potency is read from the fitted curve at half-maximal effect; % is scaled to controls: 0 for no effect and ±100 for the full control effect; nearly all actives have a fitted effect of over 75% in size; some results filed as inactive show a strong effect at the top dose
Target sequence (P49798 whole entry, looked up): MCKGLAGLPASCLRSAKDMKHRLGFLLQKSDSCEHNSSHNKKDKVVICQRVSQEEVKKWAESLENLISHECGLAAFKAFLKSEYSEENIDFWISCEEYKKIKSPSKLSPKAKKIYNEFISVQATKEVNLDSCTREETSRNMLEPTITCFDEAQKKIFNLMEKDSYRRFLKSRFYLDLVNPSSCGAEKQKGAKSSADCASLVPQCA
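MLSMR compounds (23 nl, pin-transferred) preincubated 10 min at room temperature with a 500nM (2x) first reagent, then RGS4 at 900nM (2x) plus Transcreener GDP mix added; fluorescence polarization (620/688 nm) read before and after 90 min at 30 °C.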
12-LOX inh – ALOX12 (human) lipoxygenase inhibition; 1.1% of 580,000 active; AID 1671190; Potency, µM (series often up to 108 µM), inactives show at the highest dose activity change, negative = inhibition, actives largely listed as inhibitors; P18054; purified 12hLO, xylenol orange hydroperoxide absorbance; also: potency is read from the fitted curve at half-maximal effect; % is scaled to controls: 0 for no effect and ±100 for the full control effect
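Hydroperoxide product was detected by ferrous iron/xylenol orange as the 573 to 405 nm absorbance ratio. Arachidonic acid at 40 uM (final) was turned over for 30 min at room temperature by 150 nM human 12hLO, pH 7.0 Hepes buffer, after 15 min compound preincubation.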
GLS inhibitor – blocks human kidney-isoform glutaminase activity; Potency, µM (titrated, usually from 45.5 µM), without a hit: top-dose activity change, negative = inhibition, usual class: inhibitors; 0.21% of 410,000 active; GLS enzymatic activity, qHTS titration; O94925; also: potency is read from the fitted curve at half-maximal effect; % is scaled to controls: 0 for no effect and ±100 for the full control effect
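Enzyme dispensed in phosphate buffer (45 mM, pH 8.2, 0.02% Tween-20), compounds pinned in, then 1 mM L-glutamine solution and the glutamate oxidase–HRP–Amplex Red mix added; fluorescence read immediately and again after 30 min at room temperature.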
G9a block – G9a (human) methyltransferase inhibition; 8.8% of 350,000 active; G9a H3K9 monomethylation, AlphaScreen, 2 h; Potency, µM (titrated, usually from 102 µM), inactives show at the top dose activity, negative = inhibition, hits mostly inhibitors; also: potency is read from the fitted curve at half-maximal effect; % is scaled to controls: 0 for no effect and ±100 for the full control effect; nearly all actives have a fitted effect of over 75% in size
Target sequence (Q96KQ7 913-1193 limits assumed): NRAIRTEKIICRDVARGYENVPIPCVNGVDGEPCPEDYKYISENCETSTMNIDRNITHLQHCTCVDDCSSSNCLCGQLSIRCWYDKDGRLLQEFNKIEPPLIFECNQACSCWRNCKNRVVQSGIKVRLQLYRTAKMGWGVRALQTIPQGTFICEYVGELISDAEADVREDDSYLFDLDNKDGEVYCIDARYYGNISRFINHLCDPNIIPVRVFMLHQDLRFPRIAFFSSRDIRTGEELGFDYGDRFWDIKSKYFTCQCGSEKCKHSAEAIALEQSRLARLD
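Signal arises when biotinylated H3K9 peptide, once monomethylated, bridges streptavidin donor and antibody-captured acceptor beads. Enzyme at 20 nM was preincubated 15 min with test compounds; peptide 500 nM and SAM 20 uM then reacted for 2 h.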
JMJD2A Tudor – blocks the human JMJD2A Tudor domain | O75164 | AlphaScreen JMJD2A-Tudor / H3K4me3 peptide binding | Potency, µM (series often up to 114 µM), inactives show at the top dose activity change, negative = inhibition, hits mostly inhibitors | 4.4% of 390,000 active | AID 504339; also: potency is read from the fitted curve at half-maximal effect; % is scaled to controls: 0 for no effect and ±100 for the full control effect; nearly all actives have a fitted effect of over 50% in size
BAZ2B inh – blocks human BAZ2B | AlphaScreen BAZ2B-H3K14Ac peptide displacement | Potency, µM (highest dose often 114 µM), without a hit: at the highest dose activity change, negative = inhibition, actives largely listed as inhibitors | 4.4% of 360,000 active | Q9UIF8; also: potency is read from the fitted curve at half-maximal effect; % is scaled to controls: 0 for no effect and ±100 for the full control effect; nearly all actives have a fitted effect of over 60% in size
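BAZ2B 50 nM plus b-H3(5-23)K14Ac 50 nM, PBS pH 7.4/0.01% Tween-20, 30 min RT; compound added (max 110 uM), 30 min RT; streptavidin donor/Ni-chelate acceptor beads 10 ug/mL final, 20 min dark; AlphaScreen read.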
ERG-DNA inh – inhibitors of human ERG Ets domain-DNA interaction; P11308; fluorescence polarization, His-ERG Ets domain / labelled DNA; Potency, µM (titrated, usually from 76.9 µM), for the others: top-dose FP activity, negative = inhibition, usual class: inhibitors; 0.028% of 370,000 active; active = well fitted inhibition curve with a large enough effect in the polarisation, with a control signal flat; inconclusive = small, poorly fitted or top-dose-only effect, or effect the other way, or a change in a side signal; inactive = no such curve, though single readings can be large or run the other way; the % refers to the polarisation;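 also: polarization taken with two DNA probes labelled with fluorescein and Texas red; potency is read from the fitted curve at half-maximal effect; % of control where 0% means no effect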
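His-tagged ERG Ets domain (1 uM in the protein solution; 300mM KCl, 50mM Tris-HCl, 1mM EDTA, 1mM DTT, pH 7.5) received compound, then a probe mix of 5 nM fluorescein-DNA and 100nM Texas-615-DNA. Fluorescence polarization was read for both dyes.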
Starred values were filed as active, the others as inactive; i = inactive; ? = inconclusive; . = no result given; & = joins results of further samples; [ ] = dose if it differs, or a comment. Unless noted, calls follow the shape of the dose curve; as a rule, active = well fitted curve in the direction sought with a large enough effect; inconclusive = small, poorly fitted or top-dose-only effect, or another doubt; inactive = no such curve, though single readings can be large; an effect the other way counts as inactive or inconclusive. Some of the compounds tested; rates above refer to the full screens.

Letter code – A = PI4K2A inh; B = HP1b chromo inh; C = RGS4 inhibitor; D = 12-LOX inh; E = GLS inhibitor; F = G9a block; G = JMJD2A Tudor; H = BAZ2B inh; I = ERG-DNA inh
> O=C(CSc1nc2cc(Cl)ccc2c(=O)n1Cc1ccco1)Nc1ccc(S(=O)(=O)N2CCOCC2)cc1
  A: 1	B: 18%	C: -5%	D: -16%	E: 2%	F: 0%[59 µM]	G: -5%	H: 1%	I: 5%

> Cc1ccc(NC2Sc3ccccc3NC2=O)cc1Cl (stereo not drawn)
  A: 2	B: 28%	C: -18%	D: 14%	E: 11%	F: 9%	G: -16%	H: -4%	I: -2%

> COc1ccc(-c2c3c(=O)n(C)c(=O)n(C)c3c3c(-c4ccc(C)cc4)nc4ccccc4n23)cc1
  A: 1	B: 26%	C: -12%	D: -7%	E: -3%	F: 9%[59 µM]	G: -15%	H: -1%	I: 1%

> O=C(NC1=NCCS1)c1ccc(Cl)c(S(=O)(=O)N2CCCCCC2)c1
  A: -5	B: 43%[activator]	C: 4%[56.9 µM]	D: -1%	E: -11%	F: -2%	G: -23%	H: -3%	I: -5%

> O=C(Nc1ccc(-c2nnco2)cc1)c1ccccc1
  A: 4	B: 34%	C: -1%	D: 0%	E: 12%	F: -1%[59 µM]	G: -2%	H: 2%	I: 0%

> CC(=O)Nc1ccc(NC(=O)COC(=O)/C=C/c2ccc3c(c2)OCO3)cc1
  A: -2	B: 41%[activator]	C: 10%	D: 24%	E: 0%	F: ?	G: -1%	H: -4%	I: 1%

> COc1ccc(C(=O)CN2CC(C)SC2=Nc2ccc(Cl)cc2)cc1 (stereo not drawn)
  A: 2	B: 57%[activator]	C: 10%	D: -25%	E: 10%	F: -4%	G: 11%	H: -2%	I: -2%

> CCN(Cc1cnn(C)c1)Cc1nc(Cc2ccccc2Cl)no1
  A: 1	B: 25%	C: 9%	D: -4%	E: 4%	F: .	G: -11%	H: -7%	I: 4%

> CCOc1ccccc1NC(=O)c1nnn(-c2ccc3c(c2)OCCO3)c1N
  A: 3	B: 27%	C: -25%	D: -4%	E: -3%	F: 20%	G: 5%	H: -16%	I: -10%

> CC(Cc1ccsc1)NC(=O)CCc1nnc(CCc2ccccc2)o1 (stereo not drawn)
  A: 4	B: 18%	C: 0%	D: -7%	E: -1%	F: 7%	G: -15%	H: 3%	I: 1%

> CCc1noc(C)c1C(=O)NNC(=O)COc1ccc(C)c(C)c1
  A: 0	B: 22%	C: 11%	D: 1%	E: 17%	F: -6%[12.7 µM]	G: 5%	H: -8%	I: -2%

> COc1cccc2cc(C(=O)Oc3ccccc3)c(=O)oc12
  A: -3	B: 21%	C: -10%	D: -3%	E: -4%	F: .	G: -20%	H: ?	I: 11%

> COc1ccc(N(Cc2ccccc2)C(=O)c2nc(S(C)(=O)=O)ncc2Cl)cc1
  A: 0	B: 40%[activator]	C: ?	D: 4%	E: 8%	F: 11µM*	G: -14%	H: -11%	I: 1%

> CCOc1cc(CNc2ccccc2)cc(Br)c1OCc1ccc(F)cc1
  A: 0	B: 62%[activator]	C: -37%	D: -10%	E: 4%	F: 74%[activator][59 µM]	G: 12%	H: 0%	I: 2%

> Cc1ccc(NC2=C(Cl)C(=O)OC2NC(=O)c2ccccc2)cc1 (stereo not drawn)
  A: 1	B: 15%	C: 9%[56.9 µM]	D: 5%	E: 3%	F: 26%[59 µM]	G: -8%[57.1 µM]	H: -5%	I: -4%

> NCCNc1ccc2nnnn2n1
  A: -5	B: 25%	C: -18%	D: 6%	E: -10%	F: 6%	G: -1%	H: 8%	I: ?

> COC(=O)C1C(=O)OC(C)(C)C1C(C)C(=O)c1ccccc1 (stereo not drawn)
  A: 1	B: 21%	C: 3%	D: 1%	E: 2%	F: 27%[59 µM]	G: 1%	H: 3%	I: 1%

> NC(=O)SCC(=O)Nc1ccccc1C(=O)O
  A: -19	B: 34%	C: ?	D: 0%	E: 14%	F: 50µM*	G: -1%	H: -15%	I: 0%

> O=c1cc2oc3cc(O)c(O)cc3c(-c3ccccc3[N+](=O)[O-])c-2cc1O
  A: ?	B: 0.79µM*	C: ?	D: ?	E: -2%	F: 1.4µM*	G: 0.71µM*	H: 1.1µM*	I: -19%

> O=NNc1nc2ccccc2n1Cc1ccccc1
  A: -1	B: 27%	C: 34%	D: -1%	E: -1%	F: ?	G: ?	H: 6%[0.457 µM]	I: 6%

> O=C(Nc1ccc(Br)cn1)c1ccc([N+](=O)[O-])cc1Cl
  A: 3	B: 6%	C: -1%	D: -17%	E: -10%	F: 4%[59 µM]	G: ?	H: ?	I: -9%

> COc1cccc(COC(=O)Cc2ccc(S(=O)(=O)N3CCOCC3)s2)c1OC
  A: 0	B: 27%	C: -17%	D: -2%	E: 1%	F: 5%[12.7 µM]	G: -4%	H: 2%	I: -4%

> O=C(COC(=O)Cc1ccsc1)Nc1ccc(Cl)c(S(=O)(=O)N2CCOCC2)c1
  A: 6	B: 39%[activator]	C: -43%	D: -5%	E: -3%	F: -15%[59 µM]	G: -7%	H: -25%	I: -13%

> CC1=C(C(=O)Nc2cc(Cl)ccc2C)C(c2sccc2C)n2ncnc2N1 (stereo not drawn)
  A: 1	B: 22%[57 µM]	C: -18%	D: 0%	E: 5%	F: 2%[59 µM]	G: -1%	H: -4%	I: 0%

> CCOc1ccccc1NC(=O)NCCn1c(=O)oc2ccc(C)cc21
  A: 5	B: 7%	C: -5%	D: -35%&-7%	E: -8%	F: -12%[59 µM]	G: -32%	H: -9%	I: 5%

> O=C(NCc1ccccc1)C1=C[C@@H](c2coc3ccccc3c2=O)C[C@@H](OCc2ccc(CO)cc2)O1
  A: 8	B: 28%	C: -14%	D: -14%	E: -5%	F: .	G: -9%	H: -26%	I: 0%

> CCOc1cccc(NC(=O)c2cccc(F)c2)c1
  A: 1	B: 56%[activator]	C: 5%	D: -8%	E: -4%	F: .	G: 11%	H: 13%	I: 21%

> O=c1c2c(-c3ccccc3)csc2ncn1/N=C/c1ccc(O)c([N+](=O)[O-])c1
  A: -5	B: 15%	C: 30%[56.9 µM]	D: ?	E: 0%	F: ?	G: -30%	H: -33%	I: -2%

> CN(CC(=O)Nc1cccc(F)c1)C(=O)c1cccc(S(=O)(=O)N2CCN(c3ccc(F)cc3)CC2)c1
  A: 1	B: 10%	C: 21%	D: 0%	E: -1%	F: .	G: -25%	H: .	I: -6%

> CCCC/C(=N\NC(=O)c1ccc(Br)o1)c1ccccc1
  A: -4	B: 43%[activator]	C: -11%	D: -3%	E: -17%	F: 3%	G: 2%	H: -7%	I: 9%

> CCOc1ccc(-n2c(O)c(/C=N/Nc3nc(C)cc(C)n3)c3ccccc3c2=O)cc1
  A: 2	B: 30%	C: -13%	D: i	E: 11µM*	F: 118%[activator][59 µM]	G: -15%	H: -7%	I: -11%

> O=C(CCc1nc(-c2ccccc2)no1)NCc1ccco1
  A: 0	B: -3%	C: 15%	D: 0%	E: 18%	F: -17%[59 µM]	G: -17%	H: 5%	I: 9%

> CN1C(=O)/C(=C/c2ccc(OCc3ccccc3F)cc2)N(C)C1=S
  A: 6	B: 15%	C: 14%	D: 7%	E: -2%	F: 13%[0.501 µM]	G: 2%	H: 3%	I: 1%

> CN(c1cccc(NC(=O)c2ccc(C(C)(C)C)cc2)c1)S(C)(=O)=O
  A: 2	B: 21%	C: 4%	D: -7%	E: 0%	F: .	G: -16%	H: 5%	I: 2%

> COc1ccc2[nH]c3c(c2c1)CCN1C(=O)C(CC(=O)NCCc2ccccn2)C[C@H](C(=O)N(C(C)C)C(C)C)[C@@]31C (stereo partly drawn)
  A: -2	B: 18%	C: 11%	D: 219%[activator]	E: 6%	F: .	G: -29%	H: .	I: -10%

> Cc1sc2ncn(CC(=O)N3CCN(c4ccccn4)CC3)c(=O)c2c1S(=O)(=O)N1CCCCC1
  A: 5	B: 1%	C: -12%	D: -3%	E: 12%	F: -13%	G: -21%	H: -8%	I: -4%

> CCOC(=O)c1c(C)nc2c(c1-c1cc(OC)c(OC)c(OC)c1)C(=O)c1ccccc1-2
  A: 1	B: 20%	C: 6%	D: 0%	E: -7%	F: 4%[12.7 µM]	G: -8%	H: 0%	I: -2%

> CCn1c(C(=O)N2CCC(Cc3ccccc3)CC2)cc2sccc21
  A: -5	B: 19%	C: -17%	D: -28%	E: -11%	F: ?	G: -32%	H: -2%	I: -3%

> COc1ccc(S(=O)(=O)N2CCCC2C(=O)Nn2cnnc2)cc1 (stereo not drawn)
  A: 8	B: 29%	C: -19%	D: 0%	E: -5%	F: ?	G: -8%	H: -18%	I: 1%

> O=C(CCNS(=O)(=O)c1c(Cl)cccc1Cl)OCC(=O)c1ccccc1F
  A: 0	B: 33%[activator]	C: -2%	D: -14%	E: 7%	F: -9%[59 µM]	G: -9%	H: 39%[activator]	I: 6%

> CC(=O)Nc1ccc2c(c1)CCC2=O
  A: 1	B: 18%	C: 12%	D: 3%	E: 10%	F: -3%	G: 0%	H: 6%	I: 1%

Laid out differently: results already given.
SMILES	PI4K2A inh	HP1b chromo inh	RGS4 inhibitor	12-LOX inh	GLS inhibitor	G9a block	JMJD2A Tudor	BAZ2B inh	ERG-DNA inh
NC(=O)SCC(=O)Nc1ccccc1C(=O)O	-19	34%	?	0%	14%	50µM*	-1%	-15%	0%
O=c1cc2oc3cc(O)c(O)cc3c(-c3ccccc3[N+](=O)[O-])c-2cc1O	?	0.79µM*	?	?	-2%	1.4µM*	0.71µM*	1.1µM*	-19%
